LmPK inh – qHTS Assay for Inhibitors of Leishmania Mexicana Pyruvate Kinase (LmPK); Q27686; Potency, µM (highest dose often 57.5 µM), for inactives: at the highest dose activity change, negative = inhibition, usual class: inhibitors; purified LmPK, Kinase-Glo ATP luminescence, 1 h; 290,000 compounds, 0.37% hits; note: potency is the fitted concentration of half-maximal effect; % is set by controls: 0 for no effect and ±100 for the full control effect
Target sequence (Q27686 whole entry, looked up): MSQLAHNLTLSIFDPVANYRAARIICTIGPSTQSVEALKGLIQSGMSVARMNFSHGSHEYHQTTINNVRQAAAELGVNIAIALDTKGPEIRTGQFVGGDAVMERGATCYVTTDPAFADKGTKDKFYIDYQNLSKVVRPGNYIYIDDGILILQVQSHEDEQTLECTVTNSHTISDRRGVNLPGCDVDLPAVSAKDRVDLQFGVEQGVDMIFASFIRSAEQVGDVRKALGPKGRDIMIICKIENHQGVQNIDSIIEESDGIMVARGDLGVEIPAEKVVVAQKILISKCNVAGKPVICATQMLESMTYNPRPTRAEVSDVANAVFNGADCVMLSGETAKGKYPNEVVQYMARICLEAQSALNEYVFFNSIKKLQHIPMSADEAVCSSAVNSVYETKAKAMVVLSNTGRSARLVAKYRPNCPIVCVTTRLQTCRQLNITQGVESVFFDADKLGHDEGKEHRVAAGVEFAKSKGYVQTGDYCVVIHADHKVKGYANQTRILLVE
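Kinase-Glo luminescence read after 1 h RT reaction of 0.1 nM LmPK with 0.5 mM PEP and 0.1 mM ADP. Activity scaled between uninhibited and enzyme-free controls.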
Pf growth 48h – Primary qHTS for delayed death inhibitors of the malarial parasite plastid, 48 hour incubation; AID 504832, 2011; Potency, µM (titrated, usually from 28.7 µM), for inactives: at the highest dose activity change, negative = inhibition, actives largely listed as inhibitors; 310,000 compounds, 5.9% hits; P. falciparum luciferase growth in erythrocytes, 48 h; note: potency is the fitted concentration of half-maximal effect; % is set by controls: 0 for no effect and ±100 for the full control effect
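Read-out is firefly luciferase luminescence from an integrated reporter in P. falciparum, so falling signal marks reduced parasite growth. Infected erythrocytes were at 2% hematocrit and 0.1% parasitemia (final) in Albumax-supplemented RPMI 1640.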
Shiga toxin inh – A qHTS for Small Molecule Inhibitors of Shiga Toxin. inhibition, % at 38.7 µM. AID 2315, 2010. 290,000 compounds, 9.2% hits. Vero cells, Shiga toxin protein synthesis inhibition reporter; in the data active = inhibition mostly above about 28%, no sharp cut-off; inactive = mostly below about 43%; note: 0% is about no effect
Pf growth 96h – Primary qHTS for delayed death inhibitors of the malarial parasite plastid, 96 hour incubation. Potency, µM (titrated, usually from 28.7 µM), for inactives: top-dose activity change, negative = inhibition, usual class: inhibitors. 320,000 compounds, 6.9% hits. P. falciparum luciferase reporter growth, 96 h. AID 504834, 2011; note: potency is the fitted concentration of half-maximal effect; % is set by controls: 0 for no effect and ±100 for the full control effect
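P. falciparum expressing integrated firefly luciferase grown in erythrocytes (2% hematocrit, 0.05% parasitemia final) with compounds for 96 hours at 37 C, 5% CO2. Growth inhibition read as loss of luminescence after adding luciferase detection reagent.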
AmpC no deterg – qHTS Inhibitors of AmpC Beta-Lactamase (assay without detergent); P00811; AmpC nitrocefin hydrolysis, absorbance 480 nm, 0.0001% Triton; Potency, µM (doses to about 57.1 µM), without a hit: top-dose activity change, negative = inhibition, usual class: inhibitors; 330,000 compounds, 0.52% hits; AID 485341, 2010;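 note: potency is the fitted concentration of half-maximal effect; plate controls were no compound for no effect and no enzyme for full effect; nearly all actives have a fitted effect of over 20% in size; some results filed as inactive show a strong effect at the top dose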
Target sequence (P00811 whole entry, looked up): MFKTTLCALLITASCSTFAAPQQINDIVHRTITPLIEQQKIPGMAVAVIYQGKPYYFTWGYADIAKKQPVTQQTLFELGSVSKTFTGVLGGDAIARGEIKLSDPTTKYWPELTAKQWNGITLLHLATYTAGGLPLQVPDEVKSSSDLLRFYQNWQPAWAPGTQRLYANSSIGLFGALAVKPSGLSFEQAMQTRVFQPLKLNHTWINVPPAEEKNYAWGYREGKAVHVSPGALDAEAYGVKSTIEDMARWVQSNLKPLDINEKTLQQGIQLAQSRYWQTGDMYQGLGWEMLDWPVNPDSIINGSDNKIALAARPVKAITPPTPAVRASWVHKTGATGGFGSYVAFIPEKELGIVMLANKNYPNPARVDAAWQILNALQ
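20 mM phosphate pH 7.0 + 0.01% (detergent screen) or 0.0001% Triton X-100; 5.3 nM AmpC reagent; cpd preinc 15 min RT; nitrocefin (800 uM stock) to start; A480 q20 s × 4 min; Activity was normalised to no-enzyme and no-compound control wells.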
TbPYK inhibitor – qHTS of Trypanosoma Brucei Inhibitors; pyruvate kinase (Trypanosoma brucei), Q57TT1; TbPYK enzyme, Kinase-Glo Plus ATP luminescence, 45 min; Potency, µM (series often up to 76.8 µM), inactives show top-dose activity, negative = inhibition, most hits filed as inhibitors; 410,000 compounds, 0.12% hits; AID 624173, 2012; note: potency is the fitted concentration of half-maximal effect; % is set by controls: 0 for no effect and ±100 for the full control effect; nearly all actives have a fitted effect of over 50% in size
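Luminescent Kinase-Glo Plus end-point after 45 min room-temperature reaction of T. brucei pyruvate kinase started with 130 uM ADP (final). Buffer TEA 50 mM pH 7.2 with KCl, MgCl2, BSA, Tween-20; titration-based qHTS with fitted concentration-effect curves.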
Cycloheximide cs – Cycloheximide Counterscreen for Small Molecule Inhibitors of Shiga Toxin; cell reporter, cycloheximide protein synthesis inhibition counterscreen; max response, %; 300,000 compounds, 12% hits; AID 2314, 2010; in the data active = max response mostly above about 13%, no sharp cut-off; inactive = mostly below about 14%; note: read at 38.3 µM for the half of the compounds with a filed dose; 0% is about no effect
An asterisk follows results filed as active; u = inconclusive; x = not tested or not shown; & = joins results of further samples; [ ] = dose if it differs, or a comment. Unless noted, calls come from the whole dose curve; as a rule, active = well fitted curve in the direction sought with a large enough effect; inconclusive = small, poorly fitted or top-dose-only effect, or another doubt; inactive = no such curve, though single readings can be large; an effect the other way counts as inactive or inconclusive. Not a hit list. Share with any hit: about 22%.

Second line of a record: LmPK inh	Pf growth 48h	Shiga toxin inh	Pf growth 96h	AmpC no deterg	TbPYK inhibitor	Cycloheximide cs
O=C(N=Nc1c(O)[nH]c2ccc([N+](=O)[O-])cc12)c1ccccc1[N+](=O)[O-]
 : 9%	-12%	19	u	-32%	4%	-1
CN(Cc1ccccc1)C(=O)COC(=O)c1cc([N+](=O)[O-])ccc1N1CCOCC1
 : x	u	x	-4%	33%	3%	x
COc1ccccc1NC(=O)c1cc(S(=O)(=O)N2CCCC2)cn1C
 : -2%	-25%	9	u	-6%	1%	-1
CCC(=O)Nc1ccc(OCC2CCCO2)cc1 (stereo not drawn)
 : -2%	41%[activator]	5	12µM*	-14%	-3%	9
COc1ccc(OC)c(-c2cc(C(=O)Nc3ccc(F)cc3F)no2)c1
 : 11%	-3%	16	5%	-12%	3%	1
CCOc1ccc(CNC(=O)CN2C(=O)C(c3ccccc3)Oc3cccnc32)cc1 (stereo not drawn)
 : 2%	u	2	u	-36%	4%	-2
CCOc1ccc(N(CC(=O)NCCC2=CCCCC2)S(=O)(=O)c2ccccc2)cc1
 : 4%	u	-6	1%	10%	4%	-1
O=C(Cc1ccccc1[N+](=O)[O-])Nc1ccc2c(c1)OCO2
 : -9%	39%[activator]	66	u	-15%	-3%	17*
CC(C)(C)n1nnnc1CN(Cc1ccco1)Cc1cc2cc3c(cc2[nH]c1=O)OCO3
 : 5%	u	-8	x	u	-33%	-3
CCOC(=O)c1ccc(NC(=O)c2c(O)c3ccccc3n(C)c2=O)cc1
 : 0%	9%	-7	-20%	0%	x	-1
CCN(Cc1nc(-c2ccc(C)cc2)no1)C(=O)c1ccco1
 : 1%	10%	17	-1%	76%	8%	6
O=[N+]([O-])c1ccc(C[n+]2cc(-c3ccccc3)n3c2CCCCC3)cc1
 : -1%	5.2µM*	0	-84%	12%	-1%	-3
CN(Cc1ccccc1)C(NC(=O)c1ccco1)C(Cl)(Cl)Cl (stereo not drawn)
 : 9%	u	16	u	-10%	0%	11
OCCC1CN(Cc2cn[nH]c2C2CCCCC2)CCN1C1CCCC1 (stereo not drawn)
 : -7%	24%	-6	105%[activator]	-18%	-1%	11
O=C(COC(=O)c1ccccc1O)Nc1ncc(Cl)cc1Cl
 : -2%	8%	-2	6%	-30%	12%	1
C#CCOCCOCCOCCNc1nc(N2CCN(C(=O)Cn3cc(CCCN=C(N)N)nn3)CC2)nc(N2CCN(C(=O)Cn3cc(CCCN=C(N)N)nn3)CC2)n1
 : -3%	u	-15	0.033µM*	-32%	x	-2
Cn1c(=O)c(C(=O)NNC(=O)c2ccccc2Br)c(O)c2ccccc21
 : -2%	6%	-14	2.1µM*	-41%	5%	-2
O=C(O)c1cc(Cl)c(Cl)cc1C(=O)Nc1cccc2cccnc12
 : 1%	18%	-11	u	-18%	8%	1
Cc1ccc(OC(C)C(=O)Nc2ccncc2)cc1C (stereo not drawn)
 : 0%	u	x	u	-10%	-12%	-1
O=C(CN1C(=O)c2ccccc2C1=O)NCc1ccncc1
 : 3%	12%	-13	u	-25%	-2%	-3

In another format: entries from further up.
| Compound | LmPK inh | Pf growth 48h | Shiga toxin inh | Pf growth 96h | AmpC no deterg | TbPYK inhibitor | Cycloheximide cs |
| --- | --- | --- | --- | --- | --- | --- | --- |
| C#CCOCCOCCOCCNc1nc(N2CCN(C(=O)Cn3cc(CCCN=C(N)N)nn3)CC2)nc(N2CCN(C(=O)Cn3cc(CCCN=C(N)N)nn3)CC2)n1 | -3% | u | -15 | 0.033µM* | -32% | x | -2 |
| O=C(CN1C(=O)c2ccccc2C1=O)NCc1ccncc1 | 3% | 12% | -13 | u | -25% | -2% | -3 |

Next part
Second line of a record: LmPK inh	Pf growth 48h	Shiga toxin inh	Pf growth 96h	AmpC no deterg	TbPYK inhibitor	Cycloheximide cs
Cc1ccc(C(=O)NC(C#N)=C(Cl)Cl)cc1
 : -1%	-8%	40	-25%	8%	0%	20
CCOC(=O)N1CCN(c2cc(=O)n(-c3ccc(C)cc3)c(=O)[nH]2)CC1
 : 4%[11.5 µM]	-6%	2	5%	-1%	-15%	-7
CCC(C)n1c(SCc2ccc([N+](=O)[O-])cc2)nc2ccsc2c1=O (stereo not drawn)
 : 3%	u	-10	-11%	-26%	3%	-3
CCCCn1c(CNC(=O)C(C)(C)C)nc2ccccc21
 : -3%	-16%	-8	u	-1%	3%	-4
COc1ccc(N2CCN(C(CNC(C)=O)c3ccco3)CC2)cc1 (stereo not drawn)
 : 2%	24%	2	u	-2%	-6%	6
Cn1c(N)nc2nc(CCc3ccccc3)c(=O)[nH]c2c1=O
 : 2%	-1%	-13	0%	-25%	-10%	-2
CCOC(=O)C1(Cc2ccccc2)CCCN(Cc2cccc(C(C)=O)c2)C1 (stereo not drawn)
 : -1%	u	-10	x	78%[activator]	-10%	-5
CNC(=S)SCCOc1ccc(C)cc1
 : 0%	5%	-7	-16%	-22%	2%	-6
CN1CCC(N(C)C(=O)NC2CCCCC2)CC1
 : -4%	18%	1	-11%	-16%	-4%	-5
COc1ccc2c(c1OC)C(=O)OC2Nc1ccc(S(=O)(=O)N=C(N)N)cc1 (stereo not drawn)
 : 8%	4%	17	26%	1%	1%	-2
COc1ccc(C)cc1NC1=C(Cl)C(=O)N(C2CCCCC2)C1=O
 : 5%	u	26	u	-38%	-4%	1
CCN(CC(=O)Nc1c(F)cccc1F)C(=O)c1ccc(C(=O)c2ccccc2)cc1
 : x	-1%	x	u	-15%	4%	x
COc1ccc(N2CCN(C(=O)C34CCC(C)(C(=O)C3)C4(C)C)CC2)cc1 (stereo not drawn)
 : 2%	-17%	-10	24%	13%	-3%	2
C=CSc1sc(Cl)c(N(C)C)c1[N+](=O)[O-]
 : 1%	9%	2	x	-23%	-5%	-2
O=C(Nc1ccc([N+](=O)[O-])cc1)OCCc1ccccn1
 : 2%	41%[activator]	44	u	3%	-12%	19*
COc1ccc(C2/C(=C(/O)c3ccc(C)cc3)C(=O)C(=O)N2C)c(OC)c1 (stereo not drawn)
 : -2%	46%[activator]	-7	u	-12%	1%	-2
O=C1C=CC(=C(c2ccc(O)cc2)c2ccc(O)cc2)C=C1
 : x	7.4µM*	x	7.4µM*	-21%	-15%	x
Cc1ccc(C)c2c1sc(=NC(=O)CN1C(=O)CCC1=O)n2C
 : 8%	x	5	-7%	-13%	0%	-6
CN1CCN(C(=O)c2cc(Cl)ccc2Cl)CC1
 : -1%	0%	21	u	-28%	-1%	-1
C=CCNC(=O)c1cc2c(C(F)(F)F)nn(C)c2s1
 : 5%	-6%	-7	-14%	3%	0%	4
CCCC(=O)N1CCN(c2nc(CC(C)C)c3c(c2C#N)CCC3)CC1
 : -1%	2.6µM*	17	0%	81%[activator]	-8%	7
O=C(c1ccc2c(c1)OCO2)N(Cc1ccco1)C1(C(=O)NC2CCCCC2)CCCCC1
 : -1%	x	-7	57%[activator]	49%	-5%	-4
CC(C(=O)N1CCc2ccccc21)N1CCN(S(=O)(=O)c2cccc(C(F)(F)F)c2)CC1 (stereo not drawn)
 : x	12µM*	x	13µM*	83%[activator]	-2%	x
O=C1CCN(S(=O)(=O)c2ccccc2)CCN1CCOCc1ccc(Cl)cc1
 : 1%	46%[activator]	1	71%[activator]	44%	1%	-6
CCc1nnc(NC(=O)CCN2C(=O)c3ccccc3C2=O)s1
 : 2%	7%	-13	x	-22%	-3%	1
Cc1ccc(CN(c2ccc(C(=O)N3CCc4ccccc4C3)cc2)S(C)(=O)=O)cc1
 : -5%	-29%	-12	x	135%[activator]	1%	-2
CCOC(=O)N1CCN(C(=O)c2ccc(C)c(S(=O)(=O)Nc3ccccc3)c2)CC1
 : 0%	u	5	u	x	-1%	0
CC(C)n1c(=N)c(C(=O)NCCc2ccccc2)cc2c(=O)n3ccccc3nc21
 : -4%	u	-3	7%	-4%	-8%	1
CCCC(=O)NC(=S)Nc1sc2c(c1C(N)=O)CCC2
 : -1%	44%[activator]	65	50%[activator]	-53%	1%	17
Cc1ccc(NS(=O)(=O)c2ccc(CCC(=O)O)cc2)cc1
 : 0%	0%	-3	27%	-15%	-1%	-1
O=S(=O)(N/N=C\c1ccc2c(c1)OCO2)c1ccccc1
 : 6%	11%	8	-1%	-35%	0%	8
CCC(C)N1CC23C=CC(O2)C(C(=O)OCc2ccccc2)C3C1=O (stereo not drawn)
 : -9%	0%	-11	6%	-13%	2%	1
COCCSc1ccccc1C(=O)N1CCN(Cc2ccccc2)CC1
 : 6%	0%	-11	14%	28%	1%	-2
CN(C)C1(c2nnnn2CCOC(=O)Nc2ccc(Cl)cc2)CCCCC1
 : -1%	u	6	x	-8%	4%	2
O=C(NCc1ccncc1)/C(=N/O)c1ccccc1
 : 3%	30%[activator]	17	10µM*	-8%	-6%	-2
C=CCN=C1SC(C)C(=O)N1S(=O)(=O)c1ccccc1 (stereo not drawn)
 : 3%	6%	-13	7.4µM*	-24%	3%	-1
COc1ccc(CNC(=O)C2CC(c3ccccc3C(F)(F)F)=NO2)cc1 (stereo not drawn)
 : 1%	46%[activator]	-4	72%[activator]	-4%	-1%	1
Cc1nc(CCNC(=O)CC2C(=O)NCCN2CC(C)C)nc2c1CCC2 (stereo not drawn)
 : -3%	-9%	-3	u	68%[activator]	1%	-3
Cc1cccc(NC(=O)CNC(=O)CCNC(=O)c2ccc(C(C)(C)C)cc2)c1C
 : x	5%	x	-8%	244%[activator]	-2%	x
C=CCC1c2cccc(C(=O)OC)c2C(=O)N1c1ccccc1 (stereo not drawn)
 : 0%	15%	-12	-9%	11%	3%	0
Cc1cc(C)n2cc(CSc3nnc(SCc4cn5c(C)cc(C)nc5n4)s3)nc2n1
 : 6%	1%	16	x	-8%	x	-1
NC(=NCCCCCCN=C(N)/N=C(\N)Nc1ccc(Cl)cc1)/N=C(\N)Nc1ccc(Cl)cc1
 : -8%	0.33µM*	-20	u	17%&47%&-18%	-13%&2%&0%&0%	-13
COc1ccc(/C=N/Nc2ccccc2C(=O)O)cc1Cn1cc([N+](=O)[O-])cn1
 : 5%	u	56*	7%	-33%	2%	46*
CC(=O)N/C(=C/c1ccccc1)C(=O)N1CCCCC1
 : -3%	-2%	-3	u	-4%	-7%	-2
O=C(/C=C/c1ccc2c(c1)OCO2)N1CCN(c2ccccc2F)CC1
 : -1%	-12%	-23	65%[activator]	-18%	-7%	-1
CC(=O)N1c2ccc(S(=O)(=O)N(C)Cc3ccccc3)cc2CC1C (stereo not drawn)
 : -9%	-1%	15	u	68%[activator]	-3%	1
COc1ccc(C2CC(c3ccccc3)=NN2c2ccccc2)c(C(=O)O)c1OC (stereo not drawn)
 : 1%	-17%	-4	-12%	-7%	-2%	1
c1ccc(CSc2nnnn2-c2ccccc2)cc1
 : 4%	x	4	38%[activator]	-22%	2%	10
CC1CCCCC1NC(=O)Cn1cnc2sccc2c1=O (stereo not drawn)
 : x	-4%	x	-7%	-10%	2%	x

High-throughput results: PubChem BioAssay, National Center for Advancing Translational Sciences (NCATS)
